Screening results deposited in PubChem BioAssay by National Center for Advancing Translational Sciences (NCATS).
TDP1 inh – inhibitors of human tyrosyl-DNA phosphodiesterase TDP1; Q9NUW8; recombinant TDP1, AlphaScreen DNA substrate cleavage; Potency, µM (top dose mostly 130 µM), for inactives: at the top dose activity change, negative = inhibition, most hits filed as inhibitors; hit rate 0.28% among 350,000; note: nearly all actives have a fitted effect of over 40% in size
Target sequence (Q9NUW8 whole entry, looked up): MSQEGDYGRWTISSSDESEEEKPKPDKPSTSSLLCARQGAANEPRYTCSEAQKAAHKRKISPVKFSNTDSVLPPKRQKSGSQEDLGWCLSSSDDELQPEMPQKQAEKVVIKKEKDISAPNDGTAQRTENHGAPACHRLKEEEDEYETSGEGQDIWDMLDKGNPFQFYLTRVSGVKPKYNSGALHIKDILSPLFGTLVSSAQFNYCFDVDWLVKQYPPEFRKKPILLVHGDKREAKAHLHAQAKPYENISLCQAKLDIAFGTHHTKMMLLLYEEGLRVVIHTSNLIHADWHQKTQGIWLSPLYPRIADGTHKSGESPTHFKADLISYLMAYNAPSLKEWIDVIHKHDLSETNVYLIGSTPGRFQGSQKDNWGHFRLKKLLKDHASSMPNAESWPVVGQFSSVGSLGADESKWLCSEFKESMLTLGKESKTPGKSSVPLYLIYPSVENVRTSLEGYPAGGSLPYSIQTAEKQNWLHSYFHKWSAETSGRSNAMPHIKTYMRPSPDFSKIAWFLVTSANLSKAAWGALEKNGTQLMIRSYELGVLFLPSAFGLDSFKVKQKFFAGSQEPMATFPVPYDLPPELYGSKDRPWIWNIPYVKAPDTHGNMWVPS
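Tdp1 1 nM final; 15 min RT w/ cpd; substrate 15 nM, 5 min; beads 10 ug/ml, 10 min; AlphaScreen read. Neg ctrl: no enzyme.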
FEN1 inh – blocks human flap endonuclease 1; Recombinant FEN1 flap cleavage, fluorescence, 15 min; Potency, µM (series often up to 114 µM), inactives show top-dose activity change, negative = inhibition, usual class: inhibitors; hit rate 0.35% among 390,000; AID 588795; P39748; note: nearly all actives have a fitted effect of over 65% in size
Target sequence (P39748 whole entry, looked up): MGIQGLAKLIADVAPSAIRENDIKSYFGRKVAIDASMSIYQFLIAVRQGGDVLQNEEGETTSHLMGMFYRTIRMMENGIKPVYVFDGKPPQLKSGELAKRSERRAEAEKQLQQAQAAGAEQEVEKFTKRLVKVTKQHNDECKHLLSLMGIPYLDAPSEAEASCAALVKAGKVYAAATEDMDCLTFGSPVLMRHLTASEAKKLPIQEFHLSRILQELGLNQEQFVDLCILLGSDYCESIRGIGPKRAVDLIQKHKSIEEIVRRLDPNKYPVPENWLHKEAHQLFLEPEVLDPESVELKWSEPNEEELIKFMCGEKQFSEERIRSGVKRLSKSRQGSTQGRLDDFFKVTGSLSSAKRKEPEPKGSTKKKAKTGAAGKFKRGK
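Potency values derive from four-parameter Hill fits of normalized qHTS data. The reaction used 10 nM FEN1 preincubated 15 min at room temperature with compound, then 50 nM DNA substrate, read at 0 and 15 min.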
N370S GC – N370S glucocerebrosidase modulation, Gaucher chaperone candidate. Potency, µM (doses to about 59.4 µM), inactives show at the top dose activity change, negative = inhibition, usual class: inhibitors. hit rate 0.092% among 330,000. AID 2101. P04062. N370S GC spleen homogenate, 4MU-glucoside fluorescence;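 note: 0% = full enzyme activity and -100% = no enzyme basal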
* marks the source's active call; other numbers are inactive results; u = inconclusive; x = no result given; & = joins results of further samples; [ ] = another dose, or the depositor's remark. Calls come from the whole dose curve; as a rule, active = well fitted curve in the direction sought with a large enough effect; inconclusive = small, poorly fitted or top-dose-only effect, or another doubt; inactive = no such curve, though single readings can be large; an effect the other way counts as inactive or inconclusive. Unless noted, % is set by controls: 0 for no effect and ±100 for the full control effect; potency is the fitted concentration of half-maximal effect.

Each structure is followed by: TDP1 inh	FEN1 inh	N370S GC
> CN(C)CCCNc1oc(/C=C/c2ccccc2)nc1C#N
    4%	-9%	u
> CC1CCc2c(sc3nc(SCC(=O)NCc4ccco4)nc(N)c23)C1 (stereo unspecified)
    6%	2%	15%
> COc1cc(OC)cc(-c2c(C#Cc3ccsc3)c3cc(-c4ccc(CN5CCOCC5)cc4)ccc3n2C)c1
    2%	-9%	x
> COCCNC(=O)CN1C(=O)COc2ccc(Cl)cc21
    3%	22%	5%
> CCC(=O)Oc1cccc(C(=O)Nc2ccc(-c3nnc(-c4ccco4)o3)cc2)c1
    4%	-2%	1%
> CC(C)[C@H]1COCCS(=O)(=O)N1Cc1ccc(Cl)cc1
    x	12%&6%	-7%
> O=C(CN1CCN(c2nc(-c3ccc(Cl)cc3)cs2)CC1)NCc1ccco1
    0%	1%	22%
> Cc1ccc2oc(-c3cc(NC(=O)c4ccc5c(c4)OCCO5)cc(C)c3O)nc2c1
    3%	-9%	x
> COc1ccc(C2c3c(ncn(CCCO)c3=N)Oc3ccc4ccccc4c32)cc1OC (stereo unspecified)
    x	-14%	-10%
> CCOC(=O)c1[nH]c2ccc(OC)cc2c1NC(=S)N1CCN(C(=O)OCC)CC1
    8%	16%	4%
> O=C(C1=C[C@@H](C2CCCCC2)C[C@@H](OCc2ccc(CO)cc2)O1)N1CCN(Cc2ccccc2)CC1
    4%	u	u
> Cc1ccc(C2(C)NC(=O)N(CC(=O)N3CCN(S(=O)(=O)c4cccc(F)c4)CC3)C2=O)cc1 (stereo unspecified)
    3%	-4%	5%
> CC(=O)Nc1ccc(C(=O)NNC(=O)C2CC2)cc1
    1%	-1%	5%
> Nc1ccc(-n2nnnc2-c2ccco2)cc1
    -5%	3%	4%
> Cc1ccc(C)c(N2CCN(c3ccc([N+](=O)[O-])cn3)CC2)c1
    x	-8%	-20%
> CCOC(=O)c1c(C)[nH]c(C(=O)NNC(=O)c2ccc(Br)cc2)c1C
    2%	14%	x
> O=C(CN(Cc1ccccc1)C(=O)c1csnn1)NCc1ccccc1
    1%	5%	4%
> O=C(CSc1nnc(SCc2ccccc2)s1)NNC(=S)Nc1ccccc1
    -3%	-8%	10%
> COCCCn1nnnc1SCC(=O)Nc1nc2ccccc2s1
    x	12%	4%
> CCCCCCCCOc1c(OC)cc(/C=C/C(=O)N2CCN(c3ccc(C)c(C)c3)CC2)cc1OC
    10%	x	-2%
> O=C1Nc2ccccc2C12OCCCO2
    3%	-1%	1%
> Cc1cccc(/C(N)=N/OC(=O)c2ccc3c(c2)OCO3)c1
    4%	6%	-1%
> O=c1[nH]c(C(F)(F)F)nc2c1nnn2Cc1ccccc1F
    -1%	2%	18%[12.8 µM]
> COCCNc1ncnc2c1cnn2-c1ccc(Cl)cc1
    3%	6%	14%
> O=C(CCSc1ccccc1)Nc1ncccn1
    0%	-11%	3%
> O=C1CC(c2ccccc2)NC(=O)N1 (stereo unspecified)
    0%	-6%	7%
> CCOC(=O)c1ccc(NC(C)=O)c([N+](=O)[O-])c1
    5%	-7%	-5%
> CCN(CC)c1ccc(/C=N/N=C(N)N)c(O)c1
    7%	-15%	1%
> COc1ccc(OC)c(-n2nnnc2SCC(=O)Nc2nc(C)c(C)s2)c1
    6%	-1%	1%
> O=C(c1cc(Cl)ccc1[N+](=O)[O-])n1cnc2ccccc21
    8%	-1%	-3%
> CCOc1cc2[nH]c(=O)n(CCCCC(=O)NCc3ccco3)c(=O)c2cc1OCC
    2%	-2%	1%
> CN1C(=O)C2(Oc3ccccc3C3CC(c4ccccc4)=NN32)c2ccccc21 (stereo unspecified)
    3%	8%	-7%
> COc1ccc(CCNC(=O)COC(=O)c2cc(=O)c3ccccc3o2)cc1
    1%	21%	x
> COc1ccc(CN(C(=O)CN2C(=O)NC3(CCC(C)CC3)C2=O)C(C)Cc2cccs2)cc1 (stereo unspecified)
    1%	-19%	x
> Cc1c(C(=O)NCCSCc2c(F)cccc2Cl)cnn1-c1ccc(F)cc1
    5%	3%	u
> Cc1nnc(NC(=O)c2ccc3nccnc3c2)s1
    x	11%	-1%
> CCOC(=O)[C@@H]1[C@H]2COc3cc(OC)ccc3[C@@H]2N2C(=O)N(c3cccc(F)c3)C(=O)[C@]12C
    x	-4%	-3%
> COc1ccc(N2CCN(C(CNS(=O)(=O)c3cccs3)c3cccnc3)CC2)cc1 (stereo unspecified)
    8%	-2%	-9%
> CCCn1nnnc1NCc1ccc(N(C)C)cc1
    x	0%	0%
> CCCN(C(=O)Cn1ncc2c([nH]c3ccccc32)c1=O)c1ccccc1C
    1%	3%	3%
> N#CC(=Cc1ccc(O)cc1)C(N)=C(C#N)C#N
    x	14%	-17%
> Cc1cccc(C)c1OCC(=O)NCC1(N(C)C)CCCCC1
    -3%	-4%	x
> CSCC[C@H](NC(=O)N1CCn2c1nc1ccccc12)C(=O)NC1CC1
    7%	-1%	-2%
> CC(=O)Nc1sc2c(c1CN1CCCC1)CCCC2
    2%	1%	-6%
> O=c1cc(CSc2nnc3ccccn23)c2c(ccc3ccccc32)o1
    -8%	-10%	-3%
> CCCSc1nnc2nc(C)cc(C)n12
    0%	5%	9%
> CCN(C(=O)CCN1C(=O)S/C(=C\c2ccccc2)C1=O)C1CCS(=O)(=O)C1 (stereo unspecified)
    3%	-6%	-6%
> CC1CCN(CCNC(=S)Nc2ccc(Cl)cc2)CC1
    3%	5%	-6%
> COC(=O)Cn1c(C)nc(=O)c(-c2ccccc2)c1C
    0%	5%	-4%
> O=c1c2ccccc2c(C=Nc2ccc(S(=O)(=O)Nc3ncccn3)cc2)c(O)n1-c1cccc(Cl)c1
    1%	x	-1%
> Cc1cc(N2C(=O)C(O)=C(C(=O)c3ccco3)C2c2ccccc2F)no1 (stereo unspecified)
    -3%	18%	-3%
> CC1CCCN(S(=O)(=O)c2ccc3c(c2)c(=O)nc2ccc(Cl)cn23)C1 (stereo unspecified)
    0%	2%	u
> CN(CC(=O)O)Cc1nc2ccccc2[nH]1
    6%	-7%	12%
> O=C(NC1CCCC1)C(c1cccnc1)N(C(=O)c1csnn1)C1CC1 (stereo unspecified)
    2%	8%	22%
> COc1ccccc1CNc1ccc(-c2nc(-c3ccco3)no2)cc1[N+](=O)[O-]
    11%	-3%	x
> Cc1cc(C)c(S(=O)(=O)N2CCN(S(=O)(=O)N3CCC(C)CC3)CC2)c(C)c1
    10%	14%	-24%
> Cc1ccc(-n2nc(C)c(=O)c(-c3ccccc3)c2NC(=O)c2cccs2)cc1
    x	17%	-6%
> O=C(CCNC(=O)c1ccccc1Cl)Nc1ccccc1N1CCCC1
    4%	-10%	0%
> COc1cccc(C(=O)NCCS(=O)(=O)NCc2ccccn2)c1
    x	-9%	0%
> COc1ccc(CCNC(=O)COc2ccc(-c3ccc(C#N)cc3)cc2)cc1
    5%	4%	0%

Part of the list above, as comma-separated lines:
mol,TDP1 inh,FEN1 inh,N370S GC
CC1CCCN(S(=O)(=O)c2ccc3c(c2)c(=O)nc2ccc(Cl)cn23)C1 (stereo unspecified),0%,2%,u
CN(CC(=O)O)Cc1nc2ccccc2[nH]1,6%,-7%,12%
O=C(NC1CCCC1)C(c1cccnc1)N(C(=O)c1csnn1)C1CC1 (stereo unspecified),2%,8%,22%
COc1ccccc1CNc1ccc(-c2nc(-c3ccco3)no2)cc1[N+](=O)[O-],11%,-3%,x
Cc1cc(C)c(S(=O)(=O)N2CCN(S(=O)(=O)N3CCC(C)CC3)CC2)c(C)c1,10%,14%,-24%
Cc1ccc(-n2nc(C)c(=O)c(-c3ccccc3)c2NC(=O)c2cccs2)cc1,x,17%,-6%
O=C(CCNC(=O)c1ccccc1Cl)Nc1ccccc1N1CCCC1,4%,-10%,0%

(list continues)
Each structure is followed by: TDP1 inh	FEN1 inh	N370S GC
> COC(=O)Cc1ccc(OC(=O)CCS(=O)(=O)c2ccc(Cl)cc2)cc1
    x	-8%	0%
> O=C(COC(=O)c1ccccc1NCCO)NCCC1=CCCCC1
    -11%	0%	u
> CCCSc1nc(=O)n2cc(C)ccc2n1
    3%	-2%	8%
> CC(C)OC(=O)c1nnn(-c2nonc2N)c1CN1CCCCCC1
    3%	0%	-4%
> O=C(O)c1ccc(Oc2cc(Oc3ccc(C(=O)O)cc3)cc([N+](=O)[O-])c2)cc1
    x	-17%	6%
> O=C(CC(c1ccccc1)c1ccccc1)NCCO
    2%	-2%	-2%
> CN(Cc1ccccc1)C(=O)C1CCN(S(=O)(=O)c2cc([N+](=O)[O-])ccc2Cl)CC1
    14%	0%	-13%
> Cc1ccc(-c2nnc(SCc3ccc(C#N)cc3)n2Cc2ccco2)cc1
    7%	-21%	7%
> CC(=O)c1cccc(NC(=O)CSc2nnc(-c3cccnc3)o2)c1
    -2%	32%	-1%
> CN(c1ccc(OCC(=O)N2CCOCC2)cc1)S(=O)(=O)c1ccc(Cl)cc1
    3%	15%	5%
> N#CCc1c(C#N)c(N)nc(N2CCN(c3ccc(F)cc3)CC2)c1C#N
    7%	-9%	-25%
> CCc1ccc(NC(=O)C2CCCN2S(=O)(=O)c2ccc3c(c2)C(C)(C)C(=O)N3C)cc1 (stereo unspecified)
    x	-6%	-24%
> O=C(CCC(=O)c1cccs1)NCc1ccncc1
    6%	4%	6%
> O=C(c1cc(-c2cccs2)on1)N1CCCc2ccccc21
    2%	-14%	-12%
> COc1ccc(/C=N/NC(=O)c2cccnc2)cc1CN1CCc2ccccc2C1
    6%	-5%	-23%
> CS(=O)(=O)N1CCN(C(=O)c2cc(-c3cccnc3)nc3ccc(Br)cc23)CC1
    0%	2%	5%
> CCOC(=O)c1cc(CC)sc1NC(=O)Cc1ccccc1
    -5%	-20%	u
> Cc1cc2c(cc1S(=O)(=O)Nc1cccc(C)c1C)OCC(=O)N2
    x	3%	-3%
> CN(Cc1ccccc1)C(=O)COC(=O)C1CCN(S(=O)(=O)c2cccs2)CC1
    -3%	12%	12%
> CC(C)Cn1c(C23CC4CC(CC(C4)C2)C3)n[nH]c1=S
    x	9%	u
> O=C(O)C1CN(C(=O)c2ccccc2)c2cc(Cl)ccc2O1 (stereo unspecified)
    x	0%	-1%
> COc1ccc(N2C(=O)CC(NC3CCCCNC3=O)C2=O)cc1 (stereo unspecified)
    4%	7%	-5%
> Cc1ccc(-c2nnc(COC(=O)c3cccs3)o2)cc1
    0%	8%	-2%
> CN(C)c1ccc(-c2nc3cc(N)ccc3o2)cc1
    8%	-15%	u
> Nc1nonc1-n1nnc(C(=O)N/N=C/c2c(Cl)cccc2Cl)c1CN1CCOCC1
    11%[0.0935 µM]	9%	-4%
> Cn1c(-c2ccccc2)cnc1NCc1cc(Cl)ccc1O
    x	-7%	-11%
> CCCCn1c(SCC(=O)N2CCCC2)nc2cc(S(N)(=O)=O)ccc21
    5%	-2%	-4%
> COc1ccc(NC(=O)NS(=O)(=O)c2ccc(C)cc2)cc1OC
    2%	-1%	x
> O=C(Nc1nnc2n1CCS2)c1ccc(F)cc1F
    0%	2%	x
> Cn1c(=O)c2c(nc(SCC(=O)N3CCc4ccccc43)n2Cc2ccccc2)n(C)c1=O
    7%	x	10%
> Cn1c(-c2ccc(Br)cc2)cnc1NCc1ccc(C#N)cc1
    x	12%	-24%
> CCC1CN(C(=O)N2CCC(C(=O)NCCc3ccc(Cl)cc3)CC2)c2ccccc2O1 (stereo unspecified)
    -3%	1%	x
> Cc1cccc(N2CCN(S(=O)(=O)c3ccc4c(c3)CCCN4C(=O)C3CCC3)CC2)c1C
    6%&-1%	-4%&-15%	-7%
> Clc1ccc(-n2cnnn2)cc1
    5%	6%	4%
> COc1ccc(C2=Nc3nc(-c4ccccc4)cn3C(c3ccc(OC)cc3)C2)cc1 (stereo unspecified)
    3%	9%	-11%
> COc1ccc(C(=O)CCC(=O)N2CCN(c3ccc(N4CCOCC4)nn3)CC2)cc1
    1%	20%	-2%
> O=C(c1cccc(S(=O)(=O)N2CCCCC2)c1)N1CCN(c2ccccc2)CC1
    4%	-5%	3%
> COC(=O)C1=C(N)Oc2cc(C)[nH]c(=O)c2C1c1cccnc1 (stereo unspecified)
    2%	-5%	-2%
> CCOC(=O)Cc1csc(NC(=S)NC(=O)c2cccc([N+](=O)[O-])c2)n1
    6%	-6%	-4%
> CCOC(=O)c1cccc(NC(=O)C2CCN(S(=O)(=O)c3cn(C)cn3)CC2)c1
    6%	-1%	x
> CCOc1ccc(N(C(=O)c2snc(C(N)=O)c2N)C(C(=O)NC2CCCC2)c2ccncc2)cc1 (stereo unspecified)
    x	0%	1%
> COc1ccc(Cl)cc1Nc1ncnc2c1nc1n2CCCC1
    7%	-13%	x
> CCCOP(=O)(c1ccc(N(C)C)cc1)C(O)c1ccc(N(C)C)cc1 (stereo unspecified)
    x	8%	5%
> O=C(O)Cc1c(-c2ccccc2)c2cc(Cl)ccc2[nH]c1=O
    x	-12%	6%
